From PubChem
p97 ATPase inh – blocks human p97 ATPase activity | P55072 | recombinant p97 ATPase, Kinase-Glo ATP luminescence, 3 h | inhibition, % at 8 µM | 220,000 compounds, 0.42% hits; in the data active means inhibition above about 15%;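 further: 0% = DMSO vehicle and 100% = wells lacking enzyme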
m-calpain inh – blocks pig calpain II enzyme activity; purified calpain II, fluorogenic peptide substrate, 30 min; inhibition, % at 16 µM; 220,000 compounds, 0.37% hits; AID 1236;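 active means inhibition above about 50%, limit read from the data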
TbHK1 inh – T. brucei hexokinase 1 inhibition | recombinant TbHK1, G6PDH-coupled NADH A340 | inhibition, % at 10 µM | 220,000 compounds, 0.11% hits;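 active means inhibition of 50% or more in the single-dose primary screen; inactive means inhibition below 50%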
Runt-SMMHC FRET – inhibitors of human RUNX1 Runt domain binding to CBFb-SMMHC. Cerulean-Runt/Venus-CBFb-SMMHC FRET ratio 530/480, 1 h. inhibition, % at 20 µM. 220,000 compounds, 0.74% hits. AID 1434;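 active means mean inhibition across duplicate retests at 20 µM reaching about 50%, limit read from the data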;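 further: 0% = DMSO wells and 100% = wells with excess untagged CBFb-SMMHC; inhibitors lower the FRET ratio by blocking Runt binding to CBFb-SMMHC; some results filed as inactive read as strong as hits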
RBBP9 inhibitor – human RBBP9 hydrolase inhibition | recombinant RBBP9, FP-Rh probe fluorescence polarization | AID 1515 | inhibition, % at 7.94 µM | 220,000 compounds, 0.2% hits | O75884;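 active means inhibition above the campaign mean of all tested compounds plus 3 SD, cut at about 14% in these data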;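 further: plate controls were DMSO wells with RBBP9 for no effect and wells lacking RBBP9 protein for full effect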
Target sequence (O75884 whole entry, looked up): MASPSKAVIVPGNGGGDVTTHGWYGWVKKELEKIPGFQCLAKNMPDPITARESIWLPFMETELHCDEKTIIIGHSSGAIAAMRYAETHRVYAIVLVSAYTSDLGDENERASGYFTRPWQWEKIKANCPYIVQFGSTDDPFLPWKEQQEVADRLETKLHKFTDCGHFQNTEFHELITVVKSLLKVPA
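Test system – recombinant human RBBP9 · Input – RBBP9 2.5 µM in dispensing solution, pre-mixing · Medium – Tris buffer pH 8.0, NaCl, Pluronic · Schedule – preincubation 30 min plus labeling 45 min at 25 °C · Measured by – fluorescence polarization · Measure – % inhibition · Controls – DMSO and no-protein wells · Replicates – one well per compound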
Furin inhibitor – human furin inhibition. P09958. purified furin, fluorogenic substrate cleavage. inhibition, % at 30 µM. 220,000 compounds, 0.061% hits; in the data active means inhibition above about 25%; further: inactives centre near -15
p47phox inh – inhibitors of human p47phox binding; p47phox/p22phox peptide binding, fluorescence polarization, 2 h; inhibition, % at 24.7 µM; 220,000 compounds, 0.53% hits;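 active means inhibition above about 30%, limit read from the data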;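 further: 0% = p47phox with labelled peptide and 100% = labelled peptide alone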
Target sequence (P14598 whole entry, looked up): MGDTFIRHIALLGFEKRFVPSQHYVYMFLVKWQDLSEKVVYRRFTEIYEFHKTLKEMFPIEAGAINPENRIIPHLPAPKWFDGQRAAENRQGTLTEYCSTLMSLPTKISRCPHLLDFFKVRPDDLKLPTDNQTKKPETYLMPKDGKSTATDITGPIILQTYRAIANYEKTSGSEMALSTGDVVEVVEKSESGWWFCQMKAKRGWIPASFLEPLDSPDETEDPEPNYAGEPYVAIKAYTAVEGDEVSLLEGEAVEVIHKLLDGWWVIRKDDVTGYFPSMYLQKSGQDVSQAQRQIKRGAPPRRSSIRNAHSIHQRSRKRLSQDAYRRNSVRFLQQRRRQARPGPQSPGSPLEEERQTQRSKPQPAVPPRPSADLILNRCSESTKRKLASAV
Runt-CBFb FRET – blocks binding of human RUNX1 Runt domain to CBFb; Q01196+Q13951; Cerulean-Runt/Venus-CBFb FRET ratio 530/480, 1 h; inhibition, % at 20 µM; 220,000 compounds, 0.46% hits; AID 1496;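 active means inhibition over about 50% at 20 µM in the single-dose screen, limit read from the data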;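 further: 0% = DMSO wells and 100% = excess unlabeled CBFb competitor control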
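Measured by: fluorescence energy transfer, 422 nm excitation, 530/480 nm emission; test system: Cerulean-tagged RUNX1 Runt domain (FRET donor) fusion protein; buffer or medium: Tris pH 7.5 buffer with BSA; compound: one dose, 20 µM compound, 1% DMSO; times: two 1 h room-temperature incubations shielded from light; benchmarks: unlabeled CBFb 5 µM, positive control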
EBV gp42 block – EBV gp42 inhibition | Q1HVG2 | Fluorescence polarization binding assay, mP read-out | inhibition, % (tested at 21.74 µM) | 220,000 compounds, 0.42% hits; in the data active means inhibition above about 50%
Target sequence (Q1HVG2 whole entry, looked up): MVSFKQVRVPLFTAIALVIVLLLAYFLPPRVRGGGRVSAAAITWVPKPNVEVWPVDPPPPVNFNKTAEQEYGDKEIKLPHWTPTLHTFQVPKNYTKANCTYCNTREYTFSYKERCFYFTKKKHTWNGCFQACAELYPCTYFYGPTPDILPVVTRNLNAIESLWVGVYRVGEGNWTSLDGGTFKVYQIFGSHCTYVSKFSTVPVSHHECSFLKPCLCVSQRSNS
An asterisk follows results filed as active; i = inactive; · = no result given; [ ] = dose if it differs, or a comment.

molecule	Furin inhibitor	p97 ATPase inh	RBBP9 inhibitor	EBV gp42 block	m-calpain inh	Runt-CBFb FRET	p47phox inh	Runt-SMMHC FRET	TbHK1 inh
Cc1cccc(OCC(=O)O/N=C(\N)Cc2ccc(Cl)cc2)c1	-8[20 µM]	-7	-3	-17	20	1	-9	-4	-2
Nc1nnc(SCc2ccccc2Cl)s1	-16[20 µM]	-1	-4	-21	-9	-1	-6	1	5
CN(C)/C=N/c1nc2nccc(-c3cccnc3)n2n1	-27	6	-5	-2	i	3	-7	0	-25
COc1ccc(-c2c3c(=O)n(C)c(=O)n(C)c3cn2NC(C)=O)cc1	4[20 µM]	4	9	-14	-147	0	-1	-4	-9
Cc1nc(C(=O)Nc2ccccc2)sc1C1(C)CC(c2cccnc2)=NO1 (stereo not drawn)	-16	·	·	-11	-18	-2	-8	2	-14
CCOc1ccc(S(=O)(=O)Nc2ccccc2C(=O)N2CCCC2)cc1	-25	5	-5	-16	-5	1	4	-1	2
CCOC(=O)N1CCN(C(=O)c2cccn3c(=O)c4cc(Br)ccc4nc23)CC1	-26	2	3	-12	i	2	-4	55	-13
Clc1ccccc1-c1nc2ccccc2[nH]1	-19	5	-10	-7	4	1	-13	4	-6
O=C(/C=C/c1ccco1)Nc1sc2c(c1C(=O)O)CCC2	-9[20 µM]	7	-7	-15	22	17	-16	1	5
COc1ccc(/C=C/C(=O)N(c2ccccn2)C2CCCCC2)cc1OC	-10	-1	-2	4	-51	-3	1	71	-35
COC(=O)c1ccccc1NC(=O)C1CC=CCC1C(=O)O (stereo not drawn)	-16[20 µM]	2	-1	-12	-48	-1	-18	0	11
COc1ccc(-n2c(CCc3ccccc3)nnc2SCC(=O)NCc2ccccc2)cc1	-16[20 µM]	-1	-2	-15	13	-2	1	0	-2
Cn1cnnc1SCC(=O)NN1C(=O)NC(C)(c2ccccc2)C1=O (stereo not drawn)	-25	0	-2	-13	16	-1	-4	-2	6
COc1cc(C(=O)NC(=S)N2CCCCCC2)cc(OC)c1OC	-11	5	-9	-15	2	-1	5	0	-2
COc1cccc(C(=O)Nc2ccccc2F)c1	-20	6	-4	-10	8	-1	2	-3	-1
CC(C)=NOc1nc(N(C)C)nc(N2CCOCC2)n1	-15	-3	-5	-8	22	1	1	1	-2
O=C(CN1CCCc2ccccc21)NC(=O)NC1CCCCC1	-12	0	6	-14	38	-1	-3	-6	-4
CCOC(=O)N1CCC(=NNC(=O)c2cc3ccccc3cc2O)CC1	-19	0	-5	11	-12	-90	-13	-81	-4
COc1ccc(Nc2nc(C)nc3sc4c(c23)CCC4)cc1O	-30	6	-1	-6	-18	-2	-2	-3	-4
CC(C)(C)NS(=O)(=O)c1ccc(NC(=O)C(Sc2ccccc2)c2ccccc2)cc1 (stereo not drawn)	-11	3	-47	-15	-65	-1	-25	0	5
Cn1c(=O)c2cn(Cc3ccc(Cl)cc3)cc2n(C)c1=O	-16[20 µM]	-2	-3	-12	13	-1	-5	1	0
Cc1ccc(-c2nc(-c3ccccn3)sc2CC(=O)O)cc1	-9	0	-2	-7	-17	3	-5	-2	-22
O=C(Nc1ccccc1Cl)C1(c2ccccc2)CC1(Cl)Cl (stereo not drawn)	-17	-3	-4	-5	28	-3	-7	-2	-2
Cc1cnc(NC(=O)CSc2ncn(-c3ccccc3)n2)s1	17[20 µM]	1	0	-11	8	0	-16	-12	-5
Cc1nc([N+](=O)[O-])c(Br)n1CC(=O)c1ccccc1	-27[20 µM]	10	-7	-14	-12	1	-5	2	-17

In a second layout: results already given
Furin inhibitor | p97 ATPase inh | RBBP9 inhibitor | EBV gp42 block | m-calpain inh | Runt-CBFb FRET | p47phox inh | Runt-SMMHC FRET | TbHK1 inh | Molecule
-19 | 0 | -5 | 11 | -12 | -90 | -13 | -81 | -4 | CCOC(=O)N1CCC(=NNC(=O)c2cc3ccccc3cc2O)CC1
-30 | 6 | -1 | -6 | -18 | -2 | -2 | -3 | -4 | COc1ccc(Nc2nc(C)nc3sc4c(c23)CCC4)cc1O
-11 | 3 | -47 | -15 | -65 | -1 | -25 | 0 | 5 | CC(C)(C)NS(=O)(=O)c1ccc(NC(=O)C(Sc2ccccc2)c2ccccc2)cc1 (stereo not drawn)
-16[20 µM] | -2 | -3 | -12 | 13 | -1 | -5 | 1 | 0 | Cn1c(=O)c2cn(Cc3ccc(Cl)cc3)cc2n(C)c1=O
-9 | 0 | -2 | -7 | -17 | 3 | -5 | -2 | -22 | Cc1ccc(-c2nc(-c3ccccn3)sc2CC(=O)O)cc1
-17 | -3 | -4 | -5 | 28 | -3 | -7 | -2 | -2 | O=C(Nc1ccccc1Cl)C1(c2ccccc2)CC1(Cl)Cl (stereo not drawn)
17[20 µM] | 1 | 0 | -11 | 8 | 0 | -16 | -12 | -5 | Cc1cnc(NC(=O)CSc2ncn(-c3ccccc3)n2)s1
-27[20 µM] | 10 | -7 | -14 | -12 | 1 | -5 | 2 | -17 | Cc1nc([N+](=O)[O-])c(Br)n1CC(=O)c1ccccc1

Remaining list, next part
molecule	Furin inhibitor	p97 ATPase inh	RBBP9 inhibitor	EBV gp42 block	m-calpain inh	Runt-CBFb FRET	p47phox inh	Runt-SMMHC FRET	TbHK1 inh
O=C(Nc1nc2ccc3ccccc3c2s1)c1ccc(N2CCCCC2)c([N+](=O)[O-])c1	-10	2	-6	-6	15	2	3	0	-4
CCN1CCN(C(=O)c2cc3cc4cc(OC)ccc4nc3s2)CC1	-20	4	-1	-13	-163	2	-13	-1	-16
O=C(NCc1ccco1)c1cnc2ccccn2c1=O	-8	-2	-3	-3	-1	-1	-16	0	-31
CC1=CC(=O)CC2C1(C)CCC(C)C2(C)CCC(C)CC(=O)O (stereo not drawn)	-24	·	·	-17	-15	-2	-4	1	-16
CSc1nc2ccc(NC(=O)c3ccc(=O)n(C)n3)cc2s1	-18	-1	-4	-13	1	-2	-18	-1	-8
CCOC(=O)CNC(=O)c1ccc(OCC(F)(F)F)cc1	-12	-3	-8	-5	-10	1	-6	-6	0
CC(C)CCN(C(=O)Nc1ccccc1)C(C)c1cccs1 (stereo not drawn)	-14[20 µM]	-1	-2	-12	51*	-1	-5	-9	-1
Cn1c(=O)oc2cc(S(=O)(=O)N3CCC(C(=O)N4CC=C(c5ccccc5)CC4)CC3)ccc21	-9	-1	-2	-9	-70	0	-2	-1	-17
Brc1ccc(-c2cn3ccccc3n2)s1	-9[20 µM]	-14	-17	-13	-28	1	-4	-5	-18
CN(C)CCNC(=O)C(=O)c1c(-c2ccccc2)cc2ccccn12	-19	-3	-5	-5	25	-1	-3	-1	9
COC(=O)c1[nH]c2ccc(F)cc2c1NS(=O)(=O)c1ccc(F)c(C)c1	-12	1	5	-4	-11	-4	-21	-4	-10
CCCc1ccc(OCCNC(=O)C2CCCCC2)cc1	-16	2	-12	-6	23	-4	-19	-2	0
Clc1ccc2nc(N3CCCCC3)sc2c1	-18	-1	-7	5	2	2	-12	-2	3
O=C(CCc1nnc(CCCCc2ccccc2)o1)NCCN1CCOC1=O	-19	-5	-9	-6	-21	3	-3	1	-4
Cn1c(=O)c(C=Nc2ccccc2)c(O)c2ccccc21	22	6	3	-14	-84	-1	-18	·	-26
CCCC(=O)Nc1ccc(C)c(O)c1	-15[20 µM]	3	0	0	-41	0	2	3	-8
O=C(Nc1ccc(Br)cn1)c1ccc([N+](=O)[O-])o1	-7	-1	-2	-1	17	0	7	3	-15
NNC(=O)COc1ccc(C(F)(F)F)cc1	-19	-5	-14	4	-41	1	-1	0	-1
O=C(OCC(=O)N1CCN(c2ccccc2)CC1)c1ccc[n+]([O-])c1	-20	2	-3	-20	-17	4	-16	-2	-3
CC1=C(C(=O)Nc2ccccc2)C(c2ccncc2)C(C#N)=C(SCC(=O)NC(C)C)N1 (stereo not drawn)	2[20 µM]	-6	-2	-2	-14	-1	-4	0	0
COc1c[nH]n(C2CCCCC2)c(=O)c1=O	-14	9	-8	-15	1	-1	-1	-2	26
Cc1cc(C)cc(NC(=O)Cn2c(=O)oc3cc(S(=O)(=O)N4CCC(C)CC4)ccc32)c1	-30	5	2	-7	-54	0	-6	2	14
CCCCNC(=O)C(C#N)c1nc2ccccc2nc1N1CCN(c2ccccc2F)CC1 (stereo not drawn)	-21	7	-4	35	-15	·	-22	-88	0
COc1ccc(C(=O)c2cc([N+](=O)[O-])ccc2N2CCCC2)cc1	-20	-1	-3	-9	24	-6	-1	-2	-8
O=C(O)C1=C(C(=O)N2CCN(C(=O)c3ccco3)CC2)CCCC1	-4	-3	-6	-6	-44	1	-6	1	-3

Next part:
molecule	Furin inhibitor	p97 ATPase inh	RBBP9 inhibitor	EBV gp42 block	m-calpain inh	Runt-CBFb FRET	p47phox inh	Runt-SMMHC FRET	TbHK1 inh
CCOC(=O)c1sc(Nc2nc3cc4c(cc3s2)OCO4)cc1C	-19	6	-5	3	-88	-6	-1	-9	-2
Cc1cccc(CN2CCN(CC(=O)O)C2=O)c1	-18	14	5	-21	5	·	-1	-3	-4
COc1ccc([C@H]2C=C(C(=O)O)O[C@@H](OCc3ccc(CO)cc3)C2)cc1	-26	·	·	-15	-27	1	-13	0	-10
CCCN1CN(Cc2ccccc2)CC2=C1CC(C)(C)CC2=O	-25	-1	4	-3	-8	-3	-9	-3	2
Cc1cc(C)c(S(=O)(=O)c2ccccc2)c(OC(=O)c2c(F)cccc2Cl)n1	-18[20 µM]	4	6	-10	6	-3	3	-3	-6
O=C(c1cc2n(n1)C(C(F)(F)F)CC(c1ccc(Cl)cc1)N2)N1CCCC1 (stereo not drawn)	-24[20 µM]	0	-3	4	-43	-10	-7	-28	2
Cn1cc(CN(CCO)Cc2cccs2)c(-c2ccccc2F)n1	-14	2	0	-8	-7	0	7	-3	0
O=C(NCc1c(Cl)cccc1Cl)c1ccc2nnsc2c1	-16	1	-4	5	-6	1	-13	-2	-8
COc1ccccc1-n1c(SCC(=O)OC(C)C)nc2cccnc21	5	8	-8	-3	1	-2	-3	-4	-10
